# inhibitors of VEEV: inhibitors of VEEV TC-83 cytopathic effect, confirmation, Vero cells (AID 588727). Vero cells, VEEV TC-83 cytopathic effect inhibition; higher % means a stronger effect. inhibition, % at 20 µM; hits with a dose series show IC50 in µM. 0.13% of 350,000 active; in the data active = a potency from the dose series; inconclusive = inhibition mostly from about 14% at the one dose, without a potency; inactive = the rest, 99 in 100 with inhibition below about 12%; also: strong numbers were not always called active
# M. tuberculosis HTS: M. tuberculosis growth inhibition, HTS (AID 449762); M. tuberculosis H37Rv growth inhibition, 7H9 media; higher % means a stronger effect; one-dose inhibition, % at 25 µM; IC50 in µM for titrated hits; 0.59% of 330,000 active; in the data active = a potency from the dose series; inconclusive = inhibition above about 70% without an active follow-up result;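 also: bacterial growth assessed after seven days of incubation; strong numbers were not always called active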
# Salmonella PhoP GFP: PhoP regulon inhibitors, Salmonella typhi PhoP promoter GFP reporter, confirmatory (AID 1850). Salmonella Typhi PhoP-promoter GFP reporter, fluorescence, 4 h; higher % means a stronger effect. inhibition, % at 50 µM, or IC50 in µM where a hit was titrated. 0.33% of 310,000 active; in the data active = a potency from the dose series; inconclusive = inhibition mostly from about 25% at the one dose, without a potency; inactive = the rest, 99 in 100 with inhibition below about 19%;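 also: 0% = induced wells with vehicle and 100% = uninduced wells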
# tuberculosis growth: growth inhibition of non-replicating M. tuberculosis (AID 488890) | Mycobacterium tuberculosis non-replicating, growth inhibition; higher % means a stronger effect | inhibition, % at 25 µM, or IC50 in µM where a hit was titrated | 0.39% of 320,000 active; in the data active = a potency from the dose series; inconclusive = inhibition mostly from about 82% at the one dose, without a potency; inactive = the rest, 99 in 100 with inhibition below about 76%;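 also: plate controls were DMSO cells for no effect and high antibiotic wells for full effect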
# influenza NS1A: H1N1 influenza NS1A inhibitors, functional cell based assay (AID 504329); NS1A functional cell-based assay, percent inhibition; higher % means a stronger effect; inhibition, % at 12.5 µM, or IC50 in µM where a hit was titrated; 0.3% of 340,000 active; in the data active = a potency from the dose series; inconclusive = inhibition above about 27% without an active follow-up result; also: strong numbers were not always called active
# inhibitors of VEEV 10K pilot screen: recorded beside inhibitors of VEEV, whose call it bears; inhibition, %; measured here: 10K pilot screen inhibition
# * marks the source's active call; other numbers are inactive results; i = inactive; ? = inconclusive; · = no result given.
SMILES,inhibitors of VEEV,M. tuberculosis HTS,Salmonella PhoP GFP,tuberculosis growth,influenza NS1A,others
O=C(NC(Cc1cccc(F)c1)C(=O)O)C1CCCCC1 (stereo not drawn),0.6%,-6%,·,35%,0%,
O=C(CNc1cccc(S(=O)(=O)N2CCCC2)c1)Nc1cccc(C(F)(F)F)c1,8.4%,12%,·,37%,-4%,
COc1ccccc1NC(=O)Nc1nc(CC(=O)N2CCN(c3ccc(F)cc3)CC2)cs1,?,?,-3%,38%,-3%,
COCCCNC(=O)C(=O)NCCCOC(C)C,1.7%,-6%,-3%,-16%,-1%,
CC(=O)N(c1ccc(C(F)(F)F)cc1)S(=O)(=O)c1ccc(N2C(=O)CCC2=O)cc1,1.6%,8%,9%,20%,-10%,
Cc1ccc(C(=O)NCCOc2cccc(C)c2)cc1,1.4%,4%,-6%,3.9µM*,-4%,
Cn1c(=O)c(C(=O)CSc2ccccc2)c(N)n(Cc2ccccc2)c1=O,1.9%,5%,-13%,-11%,-2%,
CCOC(=O)Nc1c(C)n(C)n(-c2ccccc2)c1=O,i,0%,-1%,15%,-3%,
O=c1c2ccccc2nc(-c2ccco2)n1-c1ccc(Br)cc1,0.2%,-1%,4%,6%,0%,
O=C1/C(=C/c2ccc3c(c2)OCO3)N2CCC1CC2,i,0%,-3%,28%,-7%,
CCOC(=O)C1C(C)N=C2SCC(=O)N2C1c1cccc(Br)c1 (stereo not drawn),1.3%,-4%,6%,34%,-6%,inhibitors of VEEV 10K pilot screen=0.8
O=C(NN1C(=O)c2ccccc2C1=O)c1ccccc1[N+](=O)[O-],2.6%,4%,-11%,-7%,1%,
O=C(CN1CC(c2ccccc2)CC1=O)Nc1ccc(F)cc1 (stereo not drawn),i,-7%,-8%,0%,10%,
COc1ccc(N2CCN(C(c3cccs3)C(C)NC(=O)C(=O)N3CCCCC3)CC2)cc1 (stereo not drawn),1.4%,1%,7%,23%,-6%,
Cc1ccc(NC(=O)N2CCc3ccccc3C2)c(C)c1,0.2%,-2%,-8%,-11%,-5%,
CCCCN(C)C(=O)Cn1nc(-c2ccc(Cl)cc2)ccc1=O,0.2%,-1%,2%,3%,-6%,
COc1cc(C2C(C(C)=O)=C(O)C(=O)N2CCN2CCOCC2)ccc1O (stereo not drawn),0.4%,1%,-4%,-4%,10%,
CCOCc1nnc(NC(=O)C2CCN(C(=O)C3CC(=O)N(c4ccc(C)cc4)C3)CC2)s1 (stereo not drawn),0.2%,7%,14%,36%,9%,
CCNC(=O)CSc1nnc(-c2ccc(OC)cc2)n1CC(C)C,i,-2%,-10%,-3%,6%,
CC(C)(C)c1ccc(OCCSc2nc3ccccc3n2CC(=O)O)cc1,0.7%,-4%,5%,8%,-16%,
CCOC(=O)[C@@H]1[C@H]2COc3ccc(Br)cc3[C@H]2N2C(=O)N(c3ccc(C)cc3)C(=O)[C@@]12C,0.1%,0%,·,1%,-8%,
Cc1c(O)c(CN(C)C)cc2c1oc(=O)c1ccccc12,0.7%,2%,-13%,38%,13%,
CCN(Cc1ccccc1)S(=O)(=O)c1ccc(OC)c2ncccc12,4.6%,-5%,12%,-1%,3%,
CCN(c1ccccc1)S(=O)(=O)c1ccc(N)c(OC)c1,9.1%,-5%,-4%,10%,2%,
COc1ccc(Cl)cc1NC(=O)CN(C)CC(=O)Nc1ccccc1C(F)(F)F,7.7%,11%,124%,-5%,0%,
CC(=O)N=C1SC2CS(=O)(=O)CC2N1c1cccc(Cl)c1Cl (stereo not drawn),1.4%,1%,-3%,-15%,3%,
CCOc1ccccc1N(C(C)=O)S(=O)(=O)c1ccc(Cl)cc1,5.6%,-3%,-4%,9%,-8%,
COc1ccc(C=O)cc1OC1C=CCCC1 (stereo not drawn),0.5%,11%,8%,-12%,-13%,
CCn1c(-c2cccc(S(=O)(=O)N3CCCC3)c2)n[nH]c1=S,0.1%,7%,13%,16%,-8%,
N#CC1=C(N)SC(C(=O)c2ccccc2)C1c1cccs1 (stereo not drawn),3.4%,-2%,6%,3%,-5%,
CCOc1ccc(NS(=O)(=O)c2ccc(-c3coc(C)n3)cc2)cc1,2.2%,5%,-4%,12%,0%,
O=C(NCc1ccccc1)c1cccc(NC(=O)c2ccccc2)c1,0.1%,·,·,·,-18%,
c1ccc(-c2nnc3ccc(N4CCCC4)nn23)cc1,6.8%,1%,·,7%,-1%,
COc1ccccc1NC(=S)NC1CCCC1,2.2%,0%,-5%,-4%,2%,
CN(C)c1nc(OCCNC(=O)Nc2ccccc2)nc(N2CCCCC2)n1,2.8%,-2%,-10%,21%,-8%,
CN(c1ccccc1C(=O)N1CCN(c2cccc(Cl)c2)CC1)S(C)(=O)=O,i,-8%,-9%,1%,8%,
COCCOC(=O)C1=C(C)NC(=O)N(C(C)=O)C1c1ccc(Cl)cc1 (stereo not drawn),0.9%,13%,2%,5%,1%,
OCC[C@@H]1C[C@@H](O)[C@H](O)[C@@]2(CCCO2)O1,0.4%,-5%,-3%,1%,2%,inhibitors of VEEV 10K pilot screen=0.0
O=C(Nc1nccs1)C1CCN(S(=O)(=O)c2ccc(Cl)c(C(F)(F)F)c2)CC1,2.3%,-2%,-11%,23%,-23%,
CCNc1nc(NCC)n2c(SCC(=O)Nc3ccccc3OC(F)F)nnc2n1,3.0%,-2%,·,-14%,4%,
CCN(Cc1ccccc1)S(=O)(=O)c1ccc(C(=O)N(CCCN(C)C)c2nc3cc(OC)ccc3s2)cc1,?,58%,10%,25%,15%,
CCOC(=O)C1(CCc2ccccc2)CCN(C(=O)CCn2cncn2)CC1,1.8%,-5%,-5%,3%,1%,
CCCC(=O)Nc1ccc(C(=O)O)cc1NC(=O)CCC,1.9%,6%,12%,-4%,-7%,
N#Cc1nc(-c2ccccc2F)oc1N1CCN(C(=O)c2ccco2)CC1,4.7%,-6%,6%,2%,1%,
O=[N+]([O-])c1ccccc1/C=N/n1c(C(F)(F)F)n[nH]c1=S,i,8%,-12%,-6%,3%,
c1ccc(-n2cnc3cc(NCc4ccco4)ccc32)cc1,5.6%,30%,12%,35%,-5%,
CCCC(=O)N1CCN(c2ccc(NC(=S)NC(=O)CC)cc2)CC1,i,35%,-2%,43%,-19%,
Nc1nccnc1C(=O)OCC(=O)C12CC3CC(CC(C3)C1)C2,2.2%,-11%,-7%,48%,-8%,
CSc1nc2ccsc2c(=O)n1-c1cccnc1,2.4%,-4%,6%,-5%,-13%,
CCOC(=O)/C(C#N)=C/c1cccc(F)c1,1.8%,9%,-19%,26%,2%,
O=C(CCN1C(=O)C2C3C=CC(C3)C2C1=O)N1CCN(c2ccc([N+](=O)[O-])cc2)CC1 (stereo not drawn),i,-10%,-4%,1%,0%,
CCOC(=O)CSc1nnc(-c2cccs2)n1-c1ccccc1,0.4%,2%,0%,53%,-1%,
Cc1ccc(CNS(=O)(=O)c2cc3c(cc2C)NC(=O)CO3)cc1,1.7%,-10%,1%,-19%,-1%,
N#Cc1sc2nccc(Nc3ccccc3)c2c1N,5.5%,-3%,-23%,2%,·,
COc1cc2c(-c3ccc4cc[nH]c4c3)c(-c3ccsc3)oc(=O)c2cc1OC,10%,?,·,49%,6%,
CN(C)CCC(C(=O)c1ccccc1)c1cccnc1 (stereo not drawn),i,·,·,·,4%,
COCCNC(=O)c1noc2c1CCc1cc(OC)ccc1-2,i,3%,2%,2%,-3%,
CCc1ccc2nc(SCC(=O)N3CCCCC3)c(C#N)cc2c1,1.8%,3%,8%,19%,5%,
CN(C)C(CNC(=O)c1ccc2nc[nH]c2c1)c1ccccc1 (stereo not drawn),1.7%,10%,-25%,3%,-6%,
COc1cc(NCc2ccccc2)c2ncn(Cc3ccccc3)c2c1,0.8%,-2%,·,51%,18%,inhibitors of VEEV 10K pilot screen=3.5
# Additional records follow:
SMILES,inhibitors of VEEV,M. tuberculosis HTS,Salmonella PhoP GFP,tuberculosis growth,influenza NS1A,others
O=C(NN1C(=O)C2C3C=CC([C@@H]2C1=O)C31CC1)c1ccccc1 (stereo partly drawn),1.6%,-1%,-15%,4%,6%,
CN(C(=O)CSc1nc2sc3c(c2c(=O)n1C)CCC3)C1CCS(=O)(=O)C1 (stereo not drawn),7.1%,-2%,·,15%,-6%,
CCOc1ccc(CN(C)C(=O)c2ccc(S(=O)(=O)N(C)c3ccccc3OC)cc2)cc1,0.1%,-7%,·,25%,5%,
Nc1ccc(S(=O)(=O)NN=Cc2ccccc2[N+](=O)[O-])cc1,1.5%,·,·,·,-20%,
COc1ccc(CCN2CC(C(=O)NCCc3ccc(C)cc3)CC2=O)cc1OC (stereo not drawn),i,-3%,-10%,-6%,1%,
CC(=O)N1CC(=O)Nc2ccc(C)cc2C1c1ccccc1 (stereo not drawn),i,1%,1%,-3%,-1%,
CCC(=O)N1CCc2cc(S(=O)(=O)N3CCN(c4ccccc4)CC3)ccc21,0.7%,0%,1%,-10%,3%,
CNC(=S)N/N=C/c1ccc(-c2ccc(Cl)c([N+](=O)[O-])c2)o1,6.7%,33%,5%,-20%,·,
CC1CCCN(Cc2nc3c(c(=O)n(C)c(=O)n3C)n2Cc2c(F)cccc2Cl)C1 (stereo not drawn),6.7%,10%,5%,39%,6%,
COc1ccc(C(=O)COc2ccc3c(C)cc(=O)oc3c2)cc1,0.6%,7%,0%,16%,-2%,
CC1CCCN(C(=S)Nc2ccc(Nc3ccccc3)cc2)C1 (stereo not drawn),0.6%,40%,-8%,23%,·,
O=C(CCN1C(=O)/C(=C/c2ccccc2Cl)SC1=S)NCCc1ccc(O)cc1,?,4%,-22%,-3%,7%,
O=C(CSCC(=O)OCC(=O)c1ccc(Br)cc1)Nc1cccc2ccccc12,1.2%,-3%,-5%,72%,0%,
Cc1cc(C(=O)NNC(=S)Nc2ccccc2)nn1C,1.0%,18%,4%,-4%,·,
S=C(NCc1ccc(Cl)cc1)Nc1ccc(Cl)cc1Cl,0.9%,5%,-8%,54%,12%,
NS(=O)(=O)c1ccc(NC(=O)CSc2nc3ccccc3n2-c2ccccc2)cc1,0.7%,9%,6%,14%,-2%,
COc1ccc(C(=O)Nc2ccc(Cl)cc2C(=O)N2CCOCC2)cc1,0.8%,-8%,-11%,1%,-8%,
O=C1CC(N2CCCCCC2)C(=O)N1c1ccc2c(c1)OCO2 (stereo not drawn),0.7%,5%,6%,1%,6%,
CCCCCCCCCC[n+]1cccc(C(=O)N(CC)CC)c1,0.9%,-3%,8%,·,4%,
O=C(NCCCO)C(=O)Nc1ccc2c(c1)N(S(=O)(=O)c1cccs1)CCC2,3.9%,-1%,6%,1%,-2%,
Brc1ccccc1-n1nnc(-c2cccnc2)n1,1.1%,5%,-1%,14%,10%,inhibitors of VEEV 10K pilot screen=3.8

# Filtered by structure: the entries above with a Cl atom.
SMILES,inhibitors of VEEV,M. tuberculosis HTS,Salmonella PhoP GFP,tuberculosis growth,influenza NS1A,others
CCCCN(C)C(=O)Cn1nc(-c2ccc(Cl)cc2)ccc1=O,0.2%,-1%,2%,3%,-6%,
COc1ccc(Cl)cc1NC(=O)CN(C)CC(=O)Nc1ccccc1C(F)(F)F,7.7%,11%,124%,-5%,0%,
CC(=O)N=C1SC2CS(=O)(=O)CC2N1c1cccc(Cl)c1Cl (stereo not drawn),1.4%,1%,-3%,-15%,3%,
CCOc1ccccc1N(C(C)=O)S(=O)(=O)c1ccc(Cl)cc1,5.6%,-3%,-4%,9%,-8%,
CN(c1ccccc1C(=O)N1CCN(c2cccc(Cl)c2)CC1)S(C)(=O)=O,i,-8%,-9%,1%,8%,
COCCOC(=O)C1=C(C)NC(=O)N(C(C)=O)C1c1ccc(Cl)cc1 (stereo not drawn),0.9%,13%,2%,5%,1%,
O=C(Nc1nccs1)C1CCN(S(=O)(=O)c2ccc(Cl)c(C(F)(F)F)c2)CC1,2.3%,-2%,-11%,23%,-23%,
CNC(=S)N/N=C/c1ccc(-c2ccc(Cl)c([N+](=O)[O-])c2)o1,6.7%,33%,5%,-20%,·,
CC1CCCN(Cc2nc3c(c(=O)n(C)c(=O)n3C)n2Cc2c(F)cccc2Cl)C1 (stereo not drawn),6.7%,10%,5%,39%,6%,
O=C(CCN1C(=O)/C(=C/c2ccccc2Cl)SC1=S)NCCc1ccc(O)cc1,?,4%,-22%,-3%,7%,
S=C(NCc1ccc(Cl)cc1)Nc1ccc(Cl)cc1Cl,0.9%,5%,-8%,54%,12%,
COc1ccc(C(=O)Nc2ccc(Cl)cc2C(=O)N2CCOCC2)cc1,0.8%,-8%,-11%,1%,-8%,

# High-throughput results as filed in PubChem BioAssay.
